# Screening results (PubChem BioAssay)
# MazEF act = activators of E. coli MazEF toxin-antitoxin RNase; activation, % at 20 µM; hit rate 0.32% among 350,000; AID 504720; FAM/BHQ RNA-DNA oligo cleavage fluorescence, 5 h; P0AE70; in the data active means activation above about 50%
# Target sequence (P0AE70 whole entry, looked up): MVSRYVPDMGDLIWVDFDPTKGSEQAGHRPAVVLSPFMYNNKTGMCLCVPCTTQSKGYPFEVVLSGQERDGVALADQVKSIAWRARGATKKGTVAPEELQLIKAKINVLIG
# Mtb FBA inh = inhibits M. tuberculosis FBA enzyme; purified M. tuberculosis FBA, fluorescence read-out; hit rate 2.3% among 360,000; inhibition, % at 1 µM; P9WQA3; in the data active means inhibition above about 27%;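 further: 0% = vehicle and 100% = reference inhibitor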
# Target sequence (P9WQA3 whole entry, looked up): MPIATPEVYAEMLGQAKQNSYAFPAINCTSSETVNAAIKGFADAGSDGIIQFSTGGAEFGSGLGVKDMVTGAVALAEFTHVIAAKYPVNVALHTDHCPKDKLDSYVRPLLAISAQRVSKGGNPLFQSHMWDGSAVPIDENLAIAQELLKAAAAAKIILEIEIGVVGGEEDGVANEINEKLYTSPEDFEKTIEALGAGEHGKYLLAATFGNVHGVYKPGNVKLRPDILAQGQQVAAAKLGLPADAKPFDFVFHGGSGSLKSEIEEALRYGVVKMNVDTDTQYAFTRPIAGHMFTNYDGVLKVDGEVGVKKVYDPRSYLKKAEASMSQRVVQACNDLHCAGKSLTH
# BoNT-F LC inh = inhibitors of Botulinum neurotoxin F light chain protease | Multiplex microsphere protease cleavage assay, flow cytometry | inhibition, % at 10 µM | hit rate 0.22% among 360,000; in the data active means inhibition above about 35%, passing the limit was not always enough; inconclusive means no clear call, values can overlap the other calls; further: plate controls were buffer without enzyme for full effect and enzyme alone for no effect
# PrPC TRFRET = reduces human prion protein on the cell surface; P04156; cell surface PrPC, TR-FRET read-out; inhibition, % at 13.8 µM; hit rate 0.43% among 370,000; in the data active means inhibition above about 24%; further: 0% = median of the test wells and 100% = reference compound wells
# GDH-TPI inh = inhibits GDH-TPI coupling enzymes, artifact for Mtb FBA screen | hit rate 1.2% among 360,000 | inhibition, % at 4.8 µM | AID 588335 | GDH-TPI coupled enzyme counterscreen, NADH absorbance; in the data active means inhibition above about 30%;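 further: 0% = DMSO wells and 100% = wells lacking the enzyme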
# Rv3671c inh = inhibits the M. tuberculosis serine protease Rv3671c. AID 2606. hit rate 0.048% among 320,000. inhibition, % at 5.96 µM; in the data active means inhibition above about 38%;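 further: extracellular domain of Rv3671c used as enzyme; 0% = enzyme with DMSO and 100% = no enzyme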
# FadD28 FP inh = inhibitors of Mycobacterium tuberculosis FadD28 bisubstrate binding; inhibition, % at 12.5 µM; hit rate 0.22% among 360,000; FadD28 bisubstrate probe binding, fluorescence polarization; in the data active means inhibition above about 8.5%, passing the limit was not always enough; inconclusive means no clear call, values can overlap the other calls
# UGM FP inh = blocks M. tuberculosis UGM enzyme | P9WIQ1 | purified UGM, fluorescence polarization probe displacement | inhibition, % at 10 µM | hit rate 0.06% among 320,000 | AID 504406; in the data active means inhibition above about 10%, passing the limit was not always enough; inconclusive means no clear call, values can overlap the other calls
# Target sequence (P9WIQ1 whole entry, looked up): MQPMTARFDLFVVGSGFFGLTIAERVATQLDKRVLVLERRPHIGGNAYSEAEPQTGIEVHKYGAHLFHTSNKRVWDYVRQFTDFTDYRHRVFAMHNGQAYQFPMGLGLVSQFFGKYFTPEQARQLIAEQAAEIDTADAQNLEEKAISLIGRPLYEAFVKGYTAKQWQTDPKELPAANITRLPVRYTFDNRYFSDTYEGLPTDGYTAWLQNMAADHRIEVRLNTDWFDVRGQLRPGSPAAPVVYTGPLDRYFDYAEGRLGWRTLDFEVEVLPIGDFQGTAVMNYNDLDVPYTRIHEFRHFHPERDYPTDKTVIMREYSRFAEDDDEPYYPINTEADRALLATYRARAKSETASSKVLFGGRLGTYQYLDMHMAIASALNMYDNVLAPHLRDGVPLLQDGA
# Mtb BioA inh = blocks M. tuberculosis BioA enzyme activity. purified M. tuberculosis BioA enzyme, plate reader. AID 602481. inhibition, % at 9.99 µM. hit rate 0.096% among 360,000; in the data active means inhibition above about 40%; inconclusive means no clear call, values can overlap the other calls
# * = called active by the depositor; ? = inconclusive; / = no result given. Outcome played no part in choosing rows. Share with any hit: about 4.8%.
SMILES,MazEF act,Mtb FBA inh,BoNT-F LC inh,PrPC TRFRET,GDH-TPI inh,Rv3671c inh,FadD28 FP inh,UGM FP inh,Mtb BioA inh
CCOc1ccc(/C(O)=C2\C(=O)C(=O)N(c3cc(C)on3)C2c2ccccc2OC)cc1 (stereo not given),8,-2,-39,35*,19,2,-0.2,-0.6,1.8
CN1CCc2c(sc(N)c2C(=O)O)C1,14,8,-3,-8,-3,0,-0.6,-3.2,/
CC(C)(C)CN1CCNC(=O)C1CC(=O)N1CCC(C(=O)N2CCOCC2)CC1 (stereo not given),-25,3,4,2,5,-11,0.6,3.5,/
CN(C)CC/C=C1\c2cc(F)ccc2CSc2ccccc21,15,-1,2,-14,1,2,-2.5,/,/
COc1ccccc1CNC(=O)[C@@H]1CCCN1S(=O)(=O)c1ccccc1F,7,-3,-16,-2,-3,-6,-0.3,-0.2,-0.8
O=C(CC12CC3CC(CC(C3)C1)C2)N/N=C\c1ccc[nH]1,2,2,-8,9,5,-4,1.7,1.7,/
Cc1sc(NC(=S)Nc2ccc(F)cc2)c(C(N)=O)c1C,0,0,-1,12,6,1,-0.7,6.6,/
O=P(Cc1ccccn1)(c1ccccc1)c1ccccc1,3,-2,-3,0,-4,-1,-3.2,-3.0,/
COc1ccc(NC(=O)CNC(=O)C2CCCCC2)cc1,2,-1,1,4,5,-12,-1.5,2.7,0.0
Clc1cccc2c1CCN(Cc1nc(-c3cnccn3)no1)C2,6,1,0,8,-3,3,-2.6,-2.9,/
C/C(=N\NC(=O)c1ccc(OC2CCCC2)cc1)c1ccc(O)cc1,7,2,-8,6,14,-16,-0.6,1.6,-0.6
Cc1nn(-c2ccccc2)c(C)c1CCC(=O)O,-8,2,-1,-6,-8,6,-0.9,0.8,-0.3
COc1cc(C(=O)OCC(=O)NC2CCCC2)cc(OC)c1OC,-4,8,-11,1,-3,-5,-0.9,4.4,0.4
Cc1ccc(C)c(C(=O)COC(=O)CN2C(=O)C3C4C=CC(C4)C3C2=O)c1 (stereo not given),-5,-6,-10,1,17,-3,-1.9,-0.8,-2.2
CCCc1noc2c1/C(=N\O)CC(CC(C)SCC)C2 (stereo not given),-4,-5,2,9,-2,-10,-0.9,-0.5,-0.4
COC(=O)NCC(c1ccco1)N1CCN(c2ccc(OC)cc2)CC1 (stereo not given),7,-1,-6,2,-6,4,-4.1,0.4,/
CNc1ccc2c3c(cccc13)C(=O)N(C)C2=O,/,-11,-2,10,5,77*,4.3,?,/
CC(=O)c1n[nH]nc1Nc1nc(C)cc(C)n1,1,0,-3,6,4,-5,-1.0,1.5,-1.8
CC12CCC(C(=O)N(NC(=O)c3ccc(O)cc3)C1=O)C2(C)C (stereo not given),1,2,-2,2,12,8,-1.5,-0.2,-0.1
O=C(Cc1ccccc1)Nc1ccccc1C(=O)Nc1ccccc1,-2,3,-6,-4,10,7,-0.9,3.2,/
CCc1ccccc1N1CCN(S(=O)(=O)c2cc(OC)ccc2OC)CC1,-2,-3,-2,-3,-3,-8,-3.8,-1.9,-2.0
Cc1ccc(CNC(=O)c2ccc(OCC3CCCO3)cc2)cc1 (stereo not given),5,0,0,-3,5,5,-3.3,-2.9,/
CCOC(=O)c1ccc(NC(=O)c2cccnc2)cc1,-1,4,27,5,-7,/,-0.2,3.3,38
Cc1cnc(C(=O)OCC(=O)Nc2ccc(Cl)cc2)cn1,-18,0,-7,2,-1,0,-2.4,-1.2,/
CCOc1ccc(NC(=O)NCCCN2CCCC2)cc1,8,1,2,1,18,0,1.5,1.5,-2.0
Cc1cccc(C)c1NC(=O)Cn1nnc(C(=O)Nc2ccc(F)cc2F)c1N,-9,0,0,4,1,7,-0.2,2.2,-1.9
C=CCNC(=O)/C(C#N)=C/c1ccccc1Cl,7,0,-10,-1,-2,-8,-0.5,-0.2,/
C/C(=N\Nc1ccc(Cl)c(C(=O)O)c1)c1cccc([N+](=O)[O-])c1,-2,-5,-2,-6,42*,-8,2.2,-0.5,2.0
O=C(CCSc1ccc(Cl)cc1)N1CCN(c2ncccn2)CC1,-4,6,4,21,-3,2,0.7,0.7,0.0
CCOC(=O)c1ccc(NC2c3ncccc3C(=O)N2Cc2ccc(F)cc2)cc1 (stereo not given),-3,1,-2,16,1,7,-3.1,-0.9,1.6

# Entries of single compounds as entered above. Values in the order: MazEF act	Mtb FBA inh	BoNT-F LC inh	PrPC TRFRET	GDH-TPI inh	Rv3671c inh	FadD28 FP inh	UGM FP inh	Mtb BioA inh
# Record of Cc1ccc(CNC(=O)c2ccc(OCC3CCCO3)cc2)cc1 (stereo not given) = 5	0	0	-3	5	5	-3.3	-2.9	/
# Record of CCOC(=O)c1ccc(NC(=O)c2cccnc2)cc1 = -1	4	27	5	-7	/	-0.2	3.3	38
# Record of CCc1ccccc1N1CCN(S(=O)(=O)c2cc(OC)ccc2OC)CC1 = -2	-3	-2	-3	-3	-8	-3.8	-1.9	-2.0
# Record of Cc1cnc(C(=O)OCC(=O)Nc2ccc(Cl)cc2)cn1 = -18	0	-7	2	-1	0	-2.4	-1.2	/
# Record of Cc1cccc(C)c1NC(=O)Cn1nnc(C(=O)Nc2ccc(F)cc2F)c1N = -9	0	0	4	1	7	-0.2	2.2	-1.9

# Next part
SMILES,MazEF act,Mtb FBA inh,BoNT-F LC inh,PrPC TRFRET,GDH-TPI inh,Rv3671c inh,FadD28 FP inh,UGM FP inh,Mtb BioA inh
CC(C)CN(CCC(=O)O)CC(C)C,7,3,-5,-1,6,-4,-0.8,1.8,-2.4
CCn1c(SCC#N)nc2cc(S(=O)(=O)N3CCOCC3)ccc21,-13,4,-2,9,9,10,-2.1,0.3,-0.3
O=C(O)CNC(=O)CC1S/C(=N/N=C2/NC(=O)CS2)NC1=O (stereo not given),-18,-2,-8,-2,-4,-16,-1.6,0.1,/
COc1ccc(C2CC(Cn3cc(C#N)c(=O)n(C)c3=O)ON2C)cc1 (stereo not given),7,0,-2,-9,8,1,-3.9,-3.1,/
COc1ccccc1NC1=Nc2cccc3cccc1c23,3,-2,/,0,12,-3,-1.1,1.9,-0.6
N/C(=N\OC(=O)CCCOc1ccccc1)c1ccccc1,3,-1,1,-6,1,-4,1.8,-0.9,/
C=Cn1cc[n+](CC(=O)c2cccs2)c1,8,2,2,-2,-9,7,-3.4,-1.1,0.3
Cc1ccc(C(=O)NC(=S)NCc2cccnc2)cc1,-10,-1,1,1,1,-12,3.3,2.1,3.2
O=C(CSc1cn(Cc2ccccc2)c2ccccc12)N1CCOCC1,-2,5,-10,2,9,1,-0.9,0.0,0.5
COc1ccc(NS(=O)(=O)c2cccc(C(=O)N3CCN(C(=O)c4ccco4)CC3)c2)cc1,2,-2,3,8,8,-6,-2.3,2.1,-0.5

# Part of the list above, limited to UGM FP inh, Rv3671c inh and Mtb BioA inh:
Compound | UGM FP inh | Rv3671c inh | Mtb BioA inh
COc1ccc(NS(=O)(=O)c2cccc(C(=O)N3CCN(C(=O)c4ccco4)CC3)c2)cc1 | 2.1 | -6 | -0.5
O=C(O)CNC(=O)CC1S/C(=N/N=C2/NC(=O)CS2)NC1=O (stereo not given) | 0.1 | -16 | /
COc1ccccc1NC1=Nc2cccc3cccc1c23 | 1.9 | -3 | -0.6
CC(C)CN(CCC(=O)O)CC(C)C | 1.8 | -4 | -2.4
Cc1ccc(C(=O)NC(=S)NCc2cccnc2)cc1 | 2.1 | -12 | 3.2
N/C(=N\OC(=O)CCCOc1ccccc1)c1ccccc1 | -0.9 | -4 | /
C=Cn1cc[n+](CC(=O)c2cccs2)c1 | -1.1 | 7 | 0.3

# Reprinted at random: three compounds from above, in no set order.
SMILES,MazEF act,Mtb FBA inh,BoNT-F LC inh,PrPC TRFRET,GDH-TPI inh,Rv3671c inh,FadD28 FP inh,UGM FP inh,Mtb BioA inh
CCn1c(SCC#N)nc2cc(S(=O)(=O)N3CCOCC3)ccc21,-13,4,-2,9,9,10,-2.1,0.3,-0.3
CC(C)CN(CCC(=O)O)CC(C)C,7,3,-5,-1,6,-4,-0.8,1.8,-2.4
COc1ccc(NS(=O)(=O)c2cccc(C(=O)N3CCN(C(=O)c4ccco4)CC3)c2)cc1,2,-2,3,8,8,-6,-2.3,2.1,-0.5

# (cont.)
SMILES,MazEF act,Mtb FBA inh,BoNT-F LC inh,PrPC TRFRET,GDH-TPI inh,Rv3671c inh,FadD28 FP inh,UGM FP inh,Mtb BioA inh
COc1cc(NS(=O)(=O)c2ccc(NC(=O)NC3CCCCC3)cc2)nc(OC)n1,-2,1,-2,3,10,0,2.0,2.2,/
CCOc1ccc(Br)cc1S(=O)(=O)Nc1ccc(C(=O)OC(C)C(=O)N(C)c2ccccc2)cc1 (stereo not given),1,2,-3,1,0,-26,-2.4,-1.2,/
O=C(CNS(=O)(=O)c1ccccc1)N1CCN(c2ccccc2)CC1,2,-2,-2,0,14,1,-1.8,-2.0,2.0
COc1ccccc1C(=O)NCC(=O)OC(C)C(=O)N(C)C1CCCCC1 (stereo not given),6,-1,4,-6,-2,1,-4.6,0.3,-0.3
Cn1c(=S)[nH]c(=O)c2ncc(=O)[nH]c21,4,-3,-2,-5,18,-3,-2.4,2.0,/
C=CCN1C(=O)NC(=O)C(Cc2ccc(OC)c(OC)c2)C1=O (stereo not given),-1,0,-3,9,-7,8,-3.1,-6.5,-0.5
O=C(Nc1ccon1)c1sc2cc(Cl)ccc2c1Cl,-32,2,1,-11,10,-12,-2.8,-0.8,-0.7
COc1ccc(C(=O)CC(Sc2ccccc2N)c2ccc(OC)cc2)cc1 (stereo not given),-6,9,-12,-1,26,/,0.2,/,-0.9
CC(=NCCO)c1c(O)n(C)c(=O)n(C)c1=O,-3,0,-8,3,1,-2,-0.8,3.2,-1.7
CCC(C)(C(=O)NC1CCCCC1)N(Cc1ccco1)C(=O)c1cnccn1 (stereo not given),7,0,-2,0,10,-3,-1.0,1.1,-0.5
CS/C(=C(/C#N)S(=O)(=O)c1ccc(Cl)cc1)N1CCOCC1,0,0,12,5,4,-5,-0.1,4.2,-0.4
CCN(CC)S(=O)(=O)c1ccc(NC(=O)CSc2cccc[n+]2[O-])cc1,7,0,-5,/,1,-9,-5.0,-1.0,/
Cc1cc(C)n(CCOc2ccc(Br)cc2)n1,0,-1,12,-1,2,1,-1.3,-0.1,-3.0
CN(CC(=O)Nc1ccc(F)cc1)C(=O)COC(=O)c1nc(Cl)ccc1Cl,0,0,-4,4,5,/,-0.3,/,-0.2
Cc1ccc(NC(=O)C2CCN(c3ncnc4sc(C)c(C)c34)CC2)cc1S(=O)(=O)N(C)C,-16,-2,/,9,11,-25,-4.9,0.7,0.0
O=C(/C=C\c1ccco1)c1ccc(NC(=O)c2ccco2)cc1,-6,-1,-5,-3,17,-46,-8.7,0.4,/
CC(C)N(C(=O)[C@H]1C[C@H](CC(=O)NCc2cccc(C(F)(F)F)c2)C(=O)N2CCc3c([nH]c4cc(CCC(=O)N(C)C)ccc34)[C@]12C)C(C)C,5,-1,-7,-6,3,/,-4.3,/,0.7
Cc1cc(NC(=O)/C=C\C(=O)O)c([N+](=O)[O-])cc1C,-1,-2,?,-10,11,-2,-0.2,-0.5,/
Cc1cc(C(=O)N2CCOCC2)c(C)o1,6,-1,-16,7,-5,12,-2.6,1.2,0.6
